eIF4E-4G inh = eIF4E/eIF4G interaction inhibition in translation initiation; TR-FRET eIF4E-eIF4GI(517-606) binding, 2 h; P63073+Q04637; 0.37% of 220,000 active; inhibition, % at 21.7 µM;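 active means inhibition above about 30%, limit read from the data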;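 further: 0% = full FRET control wells and 100% = background wells lacking eIF4GI fragment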
EP2 mod = EP2 receptor (human) modulation; P43116; EP2-expressing cells, cAMP HTRF FRET, PGE2 co-stimulation; induction, % at 25 µM; 0.83% of 260,000 active; AID 940;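 active means compounds whose cAMP rise, as percent of the full-agonist control response, exceeds 60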;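 further: rat C6 glioma line stably carrying human EP2 under a CMV promoter; the protocol text gives 20 µM as final concentration; 100% = response of wells given 1 µM PGE2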
Target sequence (P43116 whole entry, looked up): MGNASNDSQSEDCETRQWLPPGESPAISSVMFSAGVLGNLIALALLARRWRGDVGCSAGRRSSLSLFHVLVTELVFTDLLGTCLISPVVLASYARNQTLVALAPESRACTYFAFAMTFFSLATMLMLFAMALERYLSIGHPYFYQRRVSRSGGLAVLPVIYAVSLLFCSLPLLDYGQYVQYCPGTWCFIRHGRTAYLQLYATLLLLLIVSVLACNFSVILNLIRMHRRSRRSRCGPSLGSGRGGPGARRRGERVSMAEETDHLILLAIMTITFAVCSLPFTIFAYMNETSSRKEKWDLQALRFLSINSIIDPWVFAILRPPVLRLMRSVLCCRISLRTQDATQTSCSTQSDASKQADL
14-3-3 Bad inh = disrupts binding of bovine 14-3-3 zeta to phospho-Bad peptide; AID 781; inhibition, % at 21.7 µM; P63103; 0.71% of 220,000 active; TR-FRET 14-3-3zeta/Dy647-pBad peptide displacement, 1 h;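 active means inhibition above about 70%, limit read from the data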;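 further: 0% = full 14-3-3 plus peptide FRET controls and 100% = background without 14-3-3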
Target sequence (P63103 whole entry, looked up): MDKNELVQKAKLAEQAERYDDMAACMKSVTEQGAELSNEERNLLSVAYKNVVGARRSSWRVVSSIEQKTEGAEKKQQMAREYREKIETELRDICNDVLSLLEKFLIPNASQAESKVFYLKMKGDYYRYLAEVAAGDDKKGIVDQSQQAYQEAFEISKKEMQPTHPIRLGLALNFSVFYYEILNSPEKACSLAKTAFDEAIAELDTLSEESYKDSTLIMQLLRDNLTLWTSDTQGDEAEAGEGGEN
Hck Nef HTS = blocks Nef-activated human Hck kinase; Recombinant Hck-YEEI plus Nef, Z-Lyte FRET kinase assay; inhibition, % at 20 µM; AID 463187; P08631; 0.68% of 220,000 active;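 active means Hck-Nef kinase inhibition above about 50%, limit read from the data; inactive means inhibition below that limit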;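 further: 0% = DMSO with Hck plus Nef and 100% = Hck alone without Nef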
Tb hexokinase = T. brucei hexokinase 1 inhibition; recombinant TbHK1, G6PDH-coupled NADH A340; inhibition, % at 10 µM; 0.11% of 220,000 active;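 active means inhibition of 50% or more in the single-dose primary screen; inactive means inhibition below 50%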
Calpain2 inh = calpain II (pig) inhibition | inhibition, % at 16 µM | 0.37% of 220,000 active | purified calpain II, fluorogenic peptide substrate, 30 min;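 active means inhibition above about 50%, limit read from the data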
zVAD death inh = blocks zVAD induced death of L929 cells; L929 zVAD necroptosis rescue, ATP luminescence, 24 h; with zVAD 60 µM; viability rescue, % at 10 µM; 0.38% of 220,000 active; AID 1377;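 active means activation, scaled between plate controls, above about 75%, limit read from the data; inactive means activation under that limit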;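 further: 0% = zVAD with DMSO and 100% = DMSO alone without zVAD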
PGE2 EP2 inh = EP2 receptor (human) inhibition; P43116; C6 glioma cells expressing human EP2, cAMP TR-FRET; cells stimulated with saturating PGE2; inhibition, % at 25 µM; 0.52% of 260,000 active;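 active means percent inhibition above 40 after rounding to a whole number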;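 further: rat C6 glioma host cells with rolipram phosphodiesterase inhibitor present; the protocol text gives 20 µM as final concentration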
Rad51 HR inh = blocks human Rad51 in homologous recombination; Q06609; hRad51 DNA strand exchange, fluorescence dequenching; inhibition, % at 10 µM; 0.085% of 200,000 active;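 active means inhibition above 40% at the single screening dose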;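 further: 0% = DMSO control wells and 100% = blanks with heterologous ssDNA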
Target sequence (Q06609 whole entry, looked up): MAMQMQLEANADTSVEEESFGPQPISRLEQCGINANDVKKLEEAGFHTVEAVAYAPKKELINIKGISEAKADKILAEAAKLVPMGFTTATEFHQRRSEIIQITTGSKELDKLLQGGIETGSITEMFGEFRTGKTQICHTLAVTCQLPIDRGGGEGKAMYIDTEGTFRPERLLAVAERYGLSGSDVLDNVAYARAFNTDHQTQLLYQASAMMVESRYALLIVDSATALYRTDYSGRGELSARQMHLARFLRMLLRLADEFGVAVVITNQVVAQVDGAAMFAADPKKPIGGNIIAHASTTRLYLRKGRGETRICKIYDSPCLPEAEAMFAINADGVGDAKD
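material = hRad51 filaments on single-stranded DNA | reagent = Donor/quencher-labelled 47-bp dsDNA substrate | compound = 10 µM final, single point | schedule = strand-exchange reaction 15 min at room temperature | measured by = fluorescein emission 520 nm, excitation 485 nm | read-out basis = % inhibition versus plate control and blank means | benchmarks = plate controls and plate blanks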
* = called active by the depositor; / = no result given; [ ] = another dose, or the depositor's remark. This is a subset; the hit share may differ from the screen's.

SMILES | eIF4E-4G inh | EP2 mod | 14-3-3 Bad inh | Hck Nef HTS | Tb hexokinase | Calpain2 inh | zVAD death inh | PGE2 EP2 inh | Rad51 HR inh
COC(=O)CN(CCc1ccccc1)S(=O)(=O)c1ccc(OC)c(OC)c1 | -3 | 24 | 9[fluorescence artefact?] | -17 | 14 | -15 | -0.8 | 5 | 3
O=C(NC1CCS(=O)(=O)C1)c1ccccc1C(=O)c1ccccc1 (stereo not given) | -3[fluorescence artefact?] | 6 | 13 | -10 | 0 | -11 | 0.6 | 12 | -3
Cc1[nH]c2ccccc2c1/C=N/n1cnnc1 | 1 | -12 | -8 | 5 | -46 | -1 | 0.0 | 15 | -2
COc1ccccc1-n1c(=O)[nH]c2c(C(N)=O)nc(CC(C)C)nc21 | -2 | 17 | -3 | 1 | -17 | -42 | 0.0 | 10 | -3
COc1cc2c(cc1NC(=O)c1ccco1)CCCC2 | -1 | 3 | -3 | -1 | -13 | 18 | 0.0 | 7 | 2
O=C(COc1ccc2ccccc2c1)Nc1ccc(S(=O)(=O)N2CCCCCC2)cc1 | 4 | -13 | -7[fluorescence artefact?] | 7 | -3 | 24 | 1.1 | 12 | -9
Cc1cccc(NC(=O)c2ccc(OC3CSC3)cc2)c1 | 12 | -24 | -9 | 0 | 2 | -5 | -0.3 | 5 | 8
Cc1ccc(C(=O)Nc2cccc(Oc3ccccc3)c2)o1 | -4 | -6 | 3 | 1 | -5 | 9 | -0.1 | / | /
Cn1c(C(O)C(O)c2ccccc2)nc2ccccc21 (stereo not given) | -4 | 12 | -9 | 3 | -11 | -15 | 1.2 | 21 | 6
O=C(OCc1ccccn1)c1ccc(COc2ccc3ccccc3c2)o1 | -7 | -2 | 2 | 19 | -7 | 28 | 0.7 | 3 | -1
Cc1cccc(NC(=O)CS(=O)(=O)c2cn(C)c3ccccc23)c1C | -6 | -8 | -4[fluorescence artefact?] | -2 | -6 | 16 | -0.8 | 12 | -2
Cc1cc(C)n(-c2nc(NCCCN(C)C)c3c4c(sc3n2)COC(C)(C)C4)n1 | -1 | -17 | 0 | 11 | -4 | -295 | -0.2 | 10 | /
O=C(Oc1c(CN2CCOCC2)cc(Cl)c2cccnc12)c1cccs1 | -1 | 6 | -18 | 18 | 1 | 18 | 2.6 | 12 | -2
CNC(=O)NC(=O)C(C)OC(=O)c1oc2ccccc2c1CSc1ccc(Cl)cc1 (stereo not given) | 14 | 58 | 0[fluorescence artefact?] | 4 | -2 | -5 | 0.5 | 3 | 1
C=CC[N+](C)(C)CC(=O)OCc1ccccc1 | -24 | 16 | 17[fluorescence artefact?] | -2 | 28 | 10 | 0.3 | 3 | 7
O=C(CC(NC(=O)c1ccccc1)c1ccccc1)Nc1cccc2ccccc12 (stereo not given) | 1 | 11 | -7 | 2 | -1 | 3 | 0.7 | 18 | 4
CCCCOc1ccc(CSc2nc(C)[nH]c2[N+](=O)[O-])cc1[N+](=O)[O-] | 2 | 5 | 1 | -10 | -11 | -4 | 0.0 | 4 | -17
O=C1c2ccccc2OCOc2ccccc21 | -6 | -14 | 6 | 1 | 1 | 3 | 0.1 | 9 | 3
O=[N+]([O-])c1ccc2nc(-c3ccccc3[N+](=O)[O-])[nH]c2c1 | 4 | 1 | -2 | 24 | -16 | -7 | 1.6 | 10 | 20
COC(=O)Nc1ccc(S(=O)(=O)N2CCN(C)CC2)cc1 | 18[fluorescence artefact?] | 13 | -11[fluorescence artefact?] | 3 | 2 | -1 | 2.1 | 16 | 4
CNC(=S)NNC(=O)c1ccc(=O)n(Cc2cccc(C(F)(F)F)c2)c1 | -3 | 12 | -13 | 3 | -8 | 5 | 1.7 | 3 | 3
CCCN1C(=O)/C(=C\C=C2/Sc3ccccc3N2CC)SC1=S | -3 | -17 | -16 | 33 | -4 | 7 | 0.4 | 6 | -115
Clc1ccc(-c2ccn[nH]2)cc1 | -10 | 2 | -7 | -4 | -4 | -139 | 17 | 10 | -2
Cc1cccc2c(=O)c(C(=O)N3CCCCCC3)c[nH]c12 | -5 | 57 | -1 | -1 | -4 | 22 | -0.3 | 4 | -7
O=C(COC(=O)C1(c2ccc(F)cc2)CCCC1)N1CCc2ccccc21 | 0 | -61 | -6[fluorescence artefact?] | -1 | 0 | -4 | 0.5 | 11 | /

Given with two lines to a compound: 4 of the compounds above
Values run as follows: eIF4E-4G inh, EP2 mod, 14-3-3 Bad inh, Hck Nef HTS, Tb hexokinase, Calpain2 inh, zVAD death inh, PGE2 EP2 inh, Rad51 HR inh
- Cn1c(C(O)C(O)c2ccccc2)nc2ccccc21 (stereo not given)
  -4, 12, -9, 3, -11, -15, 1.2, 21, 6
- O=C(OCc1ccccn1)c1ccc(COc2ccc3ccccc3c2)o1
  -7, -2, 2, 19, -7, 28, 0.7, 3, -1
- Cc1cccc(NC(=O)CS(=O)(=O)c2cn(C)c3ccccc23)c1C
  -6, -8, -4[fluorescence artefact?], -2, -6, 16, -0.8, 12, -2
- Cc1cc(C)n(-c2nc(NCCCN(C)C)c3c4c(sc3n2)COC(C)(C)C4)n1
  -1, -17, 0, 11, -4, -295, -0.2, 10, /

3 compounds drawn at random from the list so far, as already listed:
SMILES | eIF4E-4G inh | EP2 mod | 14-3-3 Bad inh | Hck Nef HTS | Tb hexokinase | Calpain2 inh | zVAD death inh | PGE2 EP2 inh | Rad51 HR inh
Cc1cccc(NC(=O)c2ccc(OC3CSC3)cc2)c1 | 12 | -24 | -9 | 0 | 2 | -5 | -0.3 | 5 | 8
COc1ccccc1-n1c(=O)[nH]c2c(C(N)=O)nc(CC(C)C)nc21 | -2 | 17 | -3 | 1 | -17 | -42 | 0.0 | 10 | -3
C=CC[N+](C)(C)CC(=O)OCc1ccccc1 | -24 | 16 | 17[fluorescence artefact?] | -2 | 28 | 10 | 0.3 | 3 | 7

More entries
SMILES | eIF4E-4G inh | EP2 mod | 14-3-3 Bad inh | Hck Nef HTS | Tb hexokinase | Calpain2 inh | zVAD death inh | PGE2 EP2 inh | Rad51 HR inh
Cc1cc(Br)ccc1OCCCCNC(C)(C)C | 8[fluorescence artefact?] | -15 | 28 | 2 | 7 | 11 | 1.5 | 17 | 2
O=C1c2ccccc2N2C(=O)c3ccccc3C2N1Cc1ccccc1 (stereo not given) | 1 | 26 | 1 | -7 | -1 | 12 | -0.7 | 0 | -13
CCCSc1nc(N)c2c3c(sc2n1)CN(C)CC3 | 0 | -17 | -2 | 9 | -30 | -41 | 4.2 | / | /
Nc1c(C(=O)O)cnn1-c1ccccc1 | 0 | 17 | -21 | 25 | -1 | 13 | 1.1 | 4 | 6
CC(OC(=O)Cc1coc2cc3c(cc12)CCC3)C(=O)NC(N)=O (stereo not given) | 6 | -23 | 1 | 9 | 7 | 21 | -1.7 | 3 | -10
O=C(c1cnn(-c2nc3ccccc3s2)c1)c1ccccc1O | 3 | -9 | 5 | 0 | -8 | -9 | -0.3 | 30 | 9
COc1ccccc1N1CCN(C(=O)CSc2nnc(-c3ccoc3C)o2)CC1 | -3 | -16 | 1 | 0 | 0 | 15 | 0.1 | 5 | 2
CCOC(=O)C(C)S(=O)(=O)c1ccc(C(F)(F)F)cn1 (stereo not given) | -8 | -2 | -6 | 1 | 2 | 10 | 0.1 | 16 | 4
CC(C)=CCc1c(O)cc2oc3c(CC=C(C)C)c(O)c(O)c(CC=C(C)C)c3c(=O)c2c1O | -14 | 13 | -2 | 34 | -12 | -37 | 0.9 | 26 | 3
CCOC(=O)c1c(-c2ccc(Cl)cc2)csc1NC(=O)CNCc1ccco1 | -1 | 52 | 23 | 13 | 0 | 35 | 0.1 | -2 | 17
Clc1cccc(Cl)c1Cn1cc(Br)cn1 | 3 | 34 | -10[fluorescence artefact?] | -1 | 25 | -36 | -0.2 | 8 | 10
O=C(COC(=O)C1CCN(S(=O)(=O)c2cccs2)CC1)c1ccc2c(c1)OCCO2 | -6 | -19 | -12 | 0 | -3 | -18 | -0.5 | 20 | 13
CCN(CC)S(=O)(=O)c1ccc(Cl)c(C(=O)Nc2cc(C)nn2-c2ccccc2C(F)(F)F)c1 | 4 | 5 | -8[fluorescence artefact?] | 1 | -7 | 11 | 1.6 | 5 | -2
CCCC(=O)C1=C(O)C(C(=O)OC)C(C)(C)CC1=NCCCCCC(=O)O (stereo not given) | -3 | 25 | -6 | 14 | -3 | -20 | -0.5 | 9 | -5
CCCC(=O)NNC(=O)c1c(O)c2ccccc2[nH]c1=O | -1 | 12 | -14 | 11 | -6 | -8 | 1.0 | 9 | /
S=c1[nH]nc(COc2ccccc2)n1/N=C/c1ccc(Br)s1 | 7 | 33 | -6 | 0 | 2 | -12 | 0.0 | / | /
O=C(NCCN1CCCCCC1)C1CCC(CNS(=O)(=O)c2cccc3cccnc23)CC1 (stereo not given) | -8 | -24 | 20 | 11 | 16 | 6 | 0.6 | 12 | 7
COc1ccc(CCNc2nc(-c3cccnc3)cs2)cc1OC | -7 | -32 | -15 | 1 | 2 | -2 | 0.2 | 15 | 3
Cc1ccc(OCCSc2cc(C)nc(N)n2)cc1 | 1 | 17 | 3 | -3 | -1 | 10 | -0.6 | 4 | 5
COC(=O)CCC(=O)N1CCCC(CO)(Cc2ccccc2)C1 (stereo not given) | -1 | -7 | -9 | 17 | -3 | -33 | 1.0 | 7 | -4
COc1ccc(NC(=O)CN2C(=O)CSC(C)C2=O)cc1 (stereo not given) | 1 | 0 | -6 | 16 | 3 | -13 | 29 | 5 | -5
CCN(CC)c1ccc(/C=N/Nc2nc(C)cc(C)n2)cc1 | -6 | -39 | -16 | -9 | -51 | 7 | 0.7 | 12 | /
O=C(NCc1ccccc1)C(c1ccc(F)cc1)N(Cc1ccco1)C(=O)c1ccccn1 (stereo not given) | 3 | -2 | 10 | -1 | 1 | 11 | -0.2 | 12 | 2
N#Cc1ccc(C(=O)CSc2n[nH]c(=O)n2Cc2ccco2)cc1 | 1 | 36 | 4 | 18 | -15 | -7 | -0.6 | 4 | 10
CC(C)NC(=O)COc1ccc(Cl)cc1Cl | 3 | 15 | 8 | -2 | -4 | -19 | 0.5 | 7 | 3
Additional entries follow.
SMILES | eIF4E-4G inh | EP2 mod | 14-3-3 Bad inh | Hck Nef HTS | Tb hexokinase | Calpain2 inh | zVAD death inh | PGE2 EP2 inh | Rad51 HR inh
O=[N+]([O-])c1ccc(/C=N/NC(=S)Nc2ccccc2F)o1 | -4[fluorescence artefact?] | 17 | -10 | 0 | 1 | 14 | 0.2 | 10 | -10
CC1CCC(NC(=O)CN(C)S(=O)(=O)c2cnc[nH]2)CC1 (stereo not given) | -2 | 18 | 2 | 18 | -3 | 1 | 0.5 | 8 | 5
NC(=O)CSc1nnc(CSc2ncccn2)n1-c1ccccc1 | 1 | -4 | -2 | -6 | -6 | 11 | -0.5 | -1 | /
CCOC(=O)c1c(NC(=O)C(Sc2ccccc2)c2ccccc2)sc(C(N)=O)c1C (stereo not given) | -24 | 41 | 5 | -1 | -2 | -10 | -0.3 | 7 | 3
N/C(=N\OCc1ccc([N+](=O)[O-])cc1)c1ccccn1 | 1 | 26 | -9 | -13 | -3 | 17 | -0.2 | 2 | 5
Cc1oc2cc(O)ccc2c(=O)c1-c1nncn1-c1ccccc1 | -2 | 10 | -12 | -5 | -23 | -329 | 0.5 | 4 | -310
CC(C)NC(=O)C1CCN(C2CCN(CC3CC=CCC3)CC2)CC1 (stereo not given) | -1 | -31 | 5 | 25 | 1 | 17 | -0.1 | 4 | -5
C=C1CC(C)OC(c2ccccc2OCC(O)CN2CCCCC2)C1 (stereo not given) | -2 | 13 | -1 | 1 | 6 | -15 | -0.3 | 2 | -2
CC(Sc1nncn1C)C(=O)Nc1ccccc1-c1ccccc1 (stereo not given) | -1 | -7 | 8 | -3 | 5 | -4 | 1.8 | 4 | -4
COc1ccc(NS(=O)(=O)c2cccc(C(=O)NNC(=O)c3cc(C)oc3C)c2)cc1 | 19 | 23 | -7 | 5 | 2 | 5 | 1.4 | 3 | 10
CCOC(=O)c1cc(C(C)=O)n2ccccc12 | 2 | 22 | -12 | 3 | -23 | 21 | 0.2 | 7 | 8
